Screens as filed in PubChem BioAssay.
Efflux pump mplx: inhibitors of Candida antifungal efflux pumps expressed in yeast | inhibition, % at 10 µM | S. cerevisiae Candida pump triplex, Nile Red efflux | AID 485275 | 330,000 tested, 0.44% active;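 active means plate passing quality check with inhibition over a set limit, or well fluorescence over plate mean plus 4 SD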;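 further: Nile Red retained in pooled yeast measured as flow cytometry median fluorescence; 0% = buffer negative control and 100% = Enniatin B positive control; higher means more Nile Red kept so more efflux inhibition; some compounds called inactive have numbers as strong as hits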
EBNA-1 inhibitor: blocks EBNA-1 binding to DNA | EBNA-1 DNA binding, fluorescence polarization | inhibition, % at 14.8 µM | 300,000 tested, 0.34% active | AID 1950; in the data active means inhibition above about 28%
TPT1 inhibitor: blocks Candida albicans tRNA 2'-phosphotransferase; recombinant caTPT1, FP RNA substrate dephosphorylation; inhibition, % at 5 µM; 300,000 tested, 0.81% active;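 active means inhibition above the mean of all tested compounds plus 3 SD, set per screening campaign, cut at about 24% in these data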;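 further: plate controls were DMSO alone for no effect and ferristatin control at 100 nM for full effect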
PP1 counter: blocks human PP1-alpha phosphatase, a PP5 counter-screen; P62136; AID 2235; purified PP1alpha, OMFP fluorescence; 320,000 tested, 0.9% active; inhibition, % at 6.7 µM;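 active means inhibition above the mean inhibition of all tested compounds plus 3 SD, computed separately for each screening campaign, cut at about 15% in these data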
Target sequence (P62136 whole entry, looked up): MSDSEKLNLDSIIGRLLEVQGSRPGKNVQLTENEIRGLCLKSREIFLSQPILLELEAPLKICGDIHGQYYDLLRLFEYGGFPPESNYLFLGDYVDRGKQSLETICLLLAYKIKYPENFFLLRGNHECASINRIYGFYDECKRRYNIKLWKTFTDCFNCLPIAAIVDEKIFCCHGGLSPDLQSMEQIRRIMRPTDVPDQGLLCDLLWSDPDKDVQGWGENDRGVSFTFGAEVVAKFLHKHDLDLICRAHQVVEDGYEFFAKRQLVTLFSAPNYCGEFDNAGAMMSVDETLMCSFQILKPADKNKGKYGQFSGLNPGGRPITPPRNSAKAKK
PREPL inhibitor: human PREPL enzyme inhibition; recombinant PREPL, fluorescence polarization activity-based probe; inhibition, % at 5.96 µM; 320,000 tested, 0.68% active; AID 2751; Q4J6C6; in the data active means inhibition above about 43%;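 further: 0% = enzyme with DMSO and 100% = wells lacking enzyme; many of its hits are not listed in these tables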
PP5 inh: blocks human protein phosphatase 5 activity; purified PP5c, OMFP substrate fluorescence; 320,000 tested, 0.18% active; inhibition, % at 6.7 µM; AID 1987;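 active means inhibition above the campaign's mean inhibition across all tested compounds plus 3 SD, cut at about 9.5% in these data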;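 further: 0% = DMSO only and 100% = 100 µM cantharidin control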
Target sequence (P53041 whole entry, looked up): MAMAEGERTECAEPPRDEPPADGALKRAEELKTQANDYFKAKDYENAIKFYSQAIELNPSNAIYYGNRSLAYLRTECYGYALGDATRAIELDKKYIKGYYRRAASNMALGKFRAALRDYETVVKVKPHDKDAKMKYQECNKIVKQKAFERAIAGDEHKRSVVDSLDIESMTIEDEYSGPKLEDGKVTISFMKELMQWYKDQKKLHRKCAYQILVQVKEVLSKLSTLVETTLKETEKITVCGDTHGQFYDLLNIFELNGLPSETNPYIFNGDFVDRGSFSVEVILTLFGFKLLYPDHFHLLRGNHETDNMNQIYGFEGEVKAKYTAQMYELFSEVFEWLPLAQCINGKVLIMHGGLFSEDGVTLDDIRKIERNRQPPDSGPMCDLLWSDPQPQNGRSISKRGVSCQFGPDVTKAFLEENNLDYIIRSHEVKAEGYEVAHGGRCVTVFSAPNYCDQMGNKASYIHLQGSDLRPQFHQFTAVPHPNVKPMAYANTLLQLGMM
ZTA DNA inh: counter-screen for EBNA-1 inhibitors: inhibitors of Epstein-Barr virus ZTA | inhibition, % at 11 µM | ZTA-DNA binding, fluorescence polarization | 320,000 tested, 0.15% active; in the data active means inhibition above about 33%
CTSL1 counter: counter-screen for PFM18AAP inhibitors: inhibitors of F. hepatica cathepsin L1 | 300,000 tested, 0.49% active | recombinant F. hepatica cathepsin L1, Z-Leu-Arg-MCA fluorescence | AID 1906 | inhibition, % at 5.96 µM;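 active means inhibition above the mean of all tested compounds plus 3 SD, set per screening campaign, cut at about 17% in these data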;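 further: 0% = plate median of test compound wells and 100% = 1 µM Z-Phe-Ala-diazomethylketone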
HCV core dimer: HCV core protein dimerization inhibition; TR-FRET GST/Flag-core106 dimerization, 1536-well; inhibition, % at 5 µM; 300,000 tested, 0.33% active;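 active means inhibition above the mean of all tested compounds plus 3 SD, set per screening campaign, cut at about 45% in these data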
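System: GST-tagged and Flag-tagged HCV core protein residues 1-106 / Input: core106 proteins, GST 13.5 nM and Flag 17 nM / Buffer or medium: KF-containing HEPES buffer, pH 7.45, DTT, CHAPS, BSA / Probe or stimulus: Eu-anti-GST and XL665-anti-Flag labelled anti-tag antibodies / Schedule: 4 h, 22.5 °C incubation / Technique: TR-FRET 671 and 617 nm emission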
Active calls of the source: *; nt = no result given. A portion of the library; rates above refer to the full screens.

canonical_smiles	CTSL1 counter	EBNA-1 inhibitor	TPT1 inhibitor	Efflux pump mplx	PP5 inh	PREPL inhibitor	HCV core dimer	PP1 counter	ZTA DNA inh
O=S(=O)(/N=C(/Nc1cc(N2CCOCC2)ncn1)c1ccccc1)c1ccccc1	-1.6	2.7	0.7	0.0	0.6	2.6	-3.4	-4.4	5.6
CCOc1ccc(/C=C\c2nc(O)c([N+](=O)[O-])c(=O)[nH]2)cc1OCC	1.0	3.5	-1.9	-0.1	0.6	0.2	11.3	-1.1	11.2
CN(C(=O)COC(=O)c1ccc2c(=O)n3c(nc2c1)CCC3)c1ccccc1	1.3	-0.3	-5.1	0.8	-0.6	1.4	-3.6	0.0	1.9
CCn1c(CC(=O)Nc2ccccc2)nnc1SCC(=O)Nc1nncs1	0.5	-5.0	-4.0	-0.2	1.6	-8.4	-2.2	-0.2	3.6
CCN(c1ccccc1)S(=O)(=O)c1ccc2[nH]c(=O)c(=O)[nH]c2c1	-8.1	0.8	-4.3	0.0	4.3	-8.4	4.9	1.6	-11.3
CS(=O)(=O)c1ccc(Cl)c(C(=O)NC2CCSc3ccccc32)c1 (stereo not given)	5.0	13.2	-3.9	-0.1	-0.8	29.7	-8.7	-0.9	-3.0
Cc1[nH]c2ccccc2c1C(=O)CSc1n[nH]c(N)n1	3.1	8.5	-5.8	-0.1	-0.4	20.0	-3.2	-4.7	-4.4
Cc1c(Cc2ccccc2)c(=O)oc2cc(OCc3ccc(C(=O)O)cc3)ccc12	0.0	8.9	-1.1	0.2	1.9	-3.8	25.6	3.3	3.2
COc1ccc(-c2nnc(SCC(=O)c3cc(C)n(Cc4cccs4)c3C)o2)cc1	4.0	-6.2	-1.3	-0.1	3.4	7.5	2.2	-0.7	-24.7
COc1ccc2[nH]c3c(c2c1)CCN1C(=O)N([C@@H](C)C(=O)NC2CCCCC2C)C(=O)[C@]31C (stereo not given in full)	4.3	-6.0	0.8	0.0	6.0	20.6	0.1	-4.3	-6.4

New compounds follow:
canonical_smiles	CTSL1 counter	EBNA-1 inhibitor	TPT1 inhibitor	Efflux pump mplx	PP5 inh	PREPL inhibitor	HCV core dimer	PP1 counter	ZTA DNA inh
CSc1cccc(NC(=O)NNC(=O)C2CCN(S(=O)(=O)N(C)C)CC2)c1	0.7	-5.1	2.0	0.3	0.5	-4.9	-3.8	1.2	-8.2
COc1ccc(NC(=O)CNc2cccc(S(=O)(=O)N3CCCCCC3)c2)c([N+](=O)[O-])c1	nt	nt	nt	0.0	5.2	22.9	nt	4.4	1.4
CCn1c(CNC(=O)c2ccc(OC)c(OC)c2)nnc1SCC(=O)Nc1ccc(OC)cc1	-3.0	-4.6	0.5	0.4	2.1	10.9	0.7	0.5	2.1
Cc1cccc(NC(=S)NC(C)(C)CC(C)(C)C)c1	1.9	7.6	-0.6	-0.1	0.1	-0.7	4.8	-0.5	5.9
O=C(CSc1nnnn1-c1ccccc1F)NNC(=O)c1ccco1	-1.2	-5.2	-0.7	0.0	-1.7	2.8	-0.7	7.8	-8.0
O=C(/C=C/c1ccc(F)cc1)N1CCN(S(=O)(=O)/C=C/c2ccccc2)CC1	3.5	5.8	-2.9	-0.1	0.5	-38.9	4.2	-2.0	-18.1
Cc1nn(-c2ccccc2)c(C)c1/C=N/O	1.4	-10.1	0.5	-0.1	-1.1	-5.8	-4.8	-5.5	-7.7
Cc1ccc(-n2c(N)c(Br)c(=O)[nH]c2=O)cc1C	-3.6	-13.4	0.2	0.1	1.2	-0.1	-1.0	-1.4	-7.0
Cc1ccc(C)c(-n2c(-c3ccc(Br)cc3)csc2=NC(=O)c2ccccc2F)c1	1.6	-13.3	4.7	0.5	2.5	-6.8	44.9	-3.7	7.4
CC1CCN(S(=O)(=O)c2ccc(C(=O)N3CCCC3C(=O)O)cc2)CC1 (stereo not given)	nt	nt	nt	-0.2	-0.9	3.2	nt	-3.2	13.8

Fetched by structure from the entries so far, two records:
canonical_smiles	CTSL1 counter	EBNA-1 inhibitor	TPT1 inhibitor	Efflux pump mplx	PP5 inh	PREPL inhibitor	HCV core dimer	PP1 counter	ZTA DNA inh
Cc1c(Cc2ccccc2)c(=O)oc2cc(OCc3ccc(C(=O)O)cc3)ccc12	0.0	8.9	-1.1	0.2	1.9	-3.8	25.6	3.3	3.2
CSc1cccc(NC(=O)NNC(=O)C2CCN(S(=O)(=O)N(C)C)CC2)c1	0.7	-5.1	2.0	0.3	0.5	-4.9	-3.8	1.2	-8.2

(next part)
canonical_smiles	CTSL1 counter	EBNA-1 inhibitor	TPT1 inhibitor	Efflux pump mplx	PP5 inh	PREPL inhibitor	HCV core dimer	PP1 counter	ZTA DNA inh
CCN(CC)S(=O)(=O)c1ccc2c(c1)C(=NO)c1cc(S(=O)(=O)N(CC)CC)ccc1-2	2.7	-0.4	-0.6	0.0	1.8	-2.2	12.6	0.4	-4.9
COc1ccc(OC)c(C2NC(=O)NC(C)=C2C(=O)OC2CCCCC2)c1 (stereo not given)	-2.5	-1.8	0.9	-0.1	-0.5	2.9	10.2	-0.3	1.4
O=C(O)C[C@H]1c2cc(F)ccc2S(=O)(=O)N1C1CCN(Cc2ccccc2)CC1	-3.8	13.4	-3.2	-0.1	0.5	-1.4	-4.3	-1.8	13.4
CC(=O)N1CC(C)Sc2ccc(S(=O)(=O)N3CCCCC3)cc21 (stereo not given)	-3.2	-5.4	-2.7	-0.2	-0.4	-1.9	-0.3	-2.9	7.7
CN1/C(=C\C(=O)c2oc3ccccc3c2N)C(C)(C)c2ccccc21	2.4	-1.9	2.2	0.0	3.2	-2.6	10.0	-0.9	12.2
Cc1[nH]nc(SCC(=O)NCc2ccc(Cl)cc2)c1[N+](=O)[O-]	-2.3	-0.5	-3.3	-0.4	2.9	-1.9	-0.5	-2.2	-4.2
CC(C)Oc1cccc(-c2cc(C(=O)NN3CCOCC3)c3ccccc3n2)c1	4.2	6.9	-1.8	-0.2	1.4	18.6	-19.1	-1.4	2.1
Cc1cc(C)c(NC(=O)c2ccc3c(c2)CCN3S(C)(=O)=O)c(C)c1	3.3	-7.7	-5.2	0.0	0.7	0.0	-7.7	-0.1	-20.4
O=Cc1sc(=O)n(Cc2cccc(C(=O)O)c2)c1Cl	1.5	4.0	3.9	-0.1	-1.3	6.5	5.4	-5.3	5.8
COC(=O)c1ccc(Cn2cnc3c(sc4nc(N5CCOCC5)c5c(c43)CCCC5)c2=O)o1	3.8	4.2	-2.6	-0.1	0.0	1.9	43.0	8.7	2.3

The list goes on:
canonical_smiles	CTSL1 counter	EBNA-1 inhibitor	TPT1 inhibitor	Efflux pump mplx	PP5 inh	PREPL inhibitor	HCV core dimer	PP1 counter	ZTA DNA inh
CN(C)/C=C(\C#N)C(=O)c1cccnc1Oc1cccc(F)c1	5.3	11.3	-2.5	-0.1	-1.1	2.6	-4.0	-1.7	1.1
CCc1ccc(N(CC)C(=O)c2cn(C)c(=O)c3ccccc23)cc1	0.9	-13.9	-4.0	0.4	2.1	1.9	-3.1	2.0	1.2
Cn1c(=O)oc2cc(S(=O)(=O)NCCC(=O)NC3CCCc4ccccc43)ccc21 (stereo not given)	2.6	8.2	-0.5	0.0	-3.1	1.3	-2.0	-1.6	9.5
O=C(N/C(=C/c1ccco1)C(=O)N1CCCCC1)c1cccs1	-1.3	5.1	1.0	-0.1	1.5	6.3	-0.3	3.2	-0.1
CCc1ccc(CNC(=O)C2CCCN(S(=O)(=O)N3CC(C)CC(C)C3)C2)cc1 (stereo not given)	1.9	-12.8	-2.8	0.1	1.2	13.8	-5.4	1.9	-17.6
COc1cc(-c2cc(-c3ccc(O)cc3)nc(N)c2C#N)ccc1O	7.4	6.1	-0.1	0.1	5.2	3.5	5.3	-1.1	-1.3
Cc1nc2ccccc2c(=O)n1NC(=O)c1ccccc1[N+](=O)[O-]	-0.3	0.3	-0.5	-0.1	2.0	-8.2	-7.0	-0.7	-10.5
COc1ccc(CNC(=O)c2cnn3c(C(F)F)cc(C)nc23)cc1OC	-0.9	13.3	-3.6	0.1	2.4	2.1	3.4	-3.4	13.8
CC(N=Cc1nc(-c2ccccc2)oc1O)c1ccccc1 (stereo not given)	1.7	-8.5	2.4	0.5	7.3	14.7	1.4	0.9	-16.0
CCC(C)c1ccccc1N1CC(C(=O)Nc2ccc(N3CCOCC3)cc2)CC1=O (stereo not given)	nt	nt	nt	0.6	-0.1	13.5	nt	2.2	1.0

Following part:
canonical_smiles	CTSL1 counter	EBNA-1 inhibitor	TPT1 inhibitor	Efflux pump mplx	PP5 inh	PREPL inhibitor	HCV core dimer	PP1 counter	ZTA DNA inh
Cc1cc(SCC(=O)NCCN2C(=O)CSC2=O)nc2ccccc12	-1.4	-9.4	-0.1	-0.2	-0.3	2.3	8.0	-3.9	7.3
Cc1nn(C)cc1CNC(=O)Nc1cccc(Cl)c1	-1.6	9.2	-1.7	-0.1	-3.0	-1.6	-3.5	-2.9	12.0
Cc1ccc(-c2cc(C(=O)OCC(=O)N(C)C3CCS(=O)(=O)C3)c3ccccc3n2)o1 (stereo not given)	-7.0	-7.6	-4.8	0.0	0.4	0.9	4.4	2.4	18.3
COc1ccc(C(=O)NC(=S)NCc2cccnc2)cc1Cl	-1.2	5.3	-0.5	0.2	2.7	-25.0	-2.4	0.5	8.1
COc1ccc(Cl)cc1NC(=O)CN(C)CC(=O)NC(C)c1ccccc1 (stereo not given)	0.2	4.6	1.3	-0.2	-0.4	10.3	-11.8	-0.6	8.9
Nc1ccc(/C=C/C(=O)c2ccco2)cc1	4.0	-2.2	72.7*	-0.1	-2.1	7.1	-2.5	-2.4	-20.1
COc1cnn(-c2ccc(F)cc2)c(=O)c1Br	1.1	2.1	-1.0	-0.1	-1.2	-2.7	-8.2	-1.8	2.4
CCOC(=O)c1nn(-c2ccccc2)c(=O)cc1SC(C)C	-2.9	2.4	1.7	0.2	2.0	5.8	0.3	0.4	5.8
CC(=O)c1sc(N/N=C/c2ccc(C(C)C)cc2)nc1C	0.6	-1.3	23.0	-0.1	2.2	20.8	-2.6	3.3	-4.3
O=C(O)c1cc2cc(F)ccc2[nH]1	-4.4	-12.2	-0.1	0.1	4.9	11.4	-3.0	-0.6	-5.7

More compounds follow:
canonical_smiles	CTSL1 counter	EBNA-1 inhibitor	TPT1 inhibitor	Efflux pump mplx	PP5 inh	PREPL inhibitor	HCV core dimer	PP1 counter	ZTA DNA inh
CNC(=O)CN(Cc1ccccc1)S(=O)(=O)c1ccc(Cl)cc1	1.9	12.5	-1.5	-0.1	1.8	5.4	2.4	1.1	1.3
COc1ccc(Cc2nc(-c3ccc(-n4cccc4)cc3)no2)cc1OC	2.3	2.5	-4.2	0.1	-0.8	3.0	0.1	-4.2	17.6
COc1cccc(C(=O)NCC(c2ccco2)N2CCOCC2)c1 (stereo not given)	-6.7	-4.8	1.5	-0.2	-0.3	-5.7	-1.3	-3.0	12.2
CCN(CC)c1ccc(C(=O)OCC(=O)N2CCN(c3ccccc3)CC2)cc1	3.0	-8.6	4.2	0.1	2.8	24.8	11.3	-3.0	2.9
CN1C(=O)/C(=C/c2ccccc2OCc2ccc(F)cc2)N(C)C1=S	-0.1	1.2	0.8	0.1	-1.9	-21.5	7.2	-0.5	-11.4
